# Sm TGR block = inhibitors of Schistosoma mansoni thioredoxin glutathione reductase. Q962Y6. purified TGR, DTNB reduction, TNB absorbance 405 nm. Potency, µM (highest dose often 114 µM), inactives show at the top dose activity change, negative = inhibition, usual class: inhibitors. 360,000 tested, 3% active. AID 485364; further: nearly all actives have a fitted effect of over 60% in size
#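 TGR 20 nM + NADPH 100 uM (dispensed conc.), cpd preinc 15 min RT; start with NADPH (500 uM addition) then DTNB (15 mM addition). Kinetic TNB absorbance, 405 nm filter. Four-parameter Hill fit across titration.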
# LmPK inhibitor = blocks Leishmania mexicana pyruvate kinase activity. purified LmPK, Kinase-Glo ATP luminescence, 1 h. 290,000 tested, 0.37% active. Potency, µM (highest dose often 57.5 µM), for inactives: at the highest dose activity change, negative = inhibition, usual class: inhibitors. AID 1721
# Target sequence (Q27686 whole entry, looked up): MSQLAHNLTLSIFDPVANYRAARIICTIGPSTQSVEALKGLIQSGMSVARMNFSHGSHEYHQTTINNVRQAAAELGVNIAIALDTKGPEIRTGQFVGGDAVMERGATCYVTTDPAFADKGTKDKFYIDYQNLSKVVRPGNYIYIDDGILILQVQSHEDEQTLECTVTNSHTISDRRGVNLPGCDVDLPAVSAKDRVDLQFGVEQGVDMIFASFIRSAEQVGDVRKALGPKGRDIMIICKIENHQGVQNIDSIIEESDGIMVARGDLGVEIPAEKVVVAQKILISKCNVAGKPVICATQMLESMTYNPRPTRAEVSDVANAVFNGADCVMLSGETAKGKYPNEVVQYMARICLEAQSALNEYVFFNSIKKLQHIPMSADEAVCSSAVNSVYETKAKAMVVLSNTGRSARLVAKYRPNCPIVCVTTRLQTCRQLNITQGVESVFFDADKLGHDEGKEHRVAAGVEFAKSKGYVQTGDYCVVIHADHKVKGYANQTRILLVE
#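 Purified LmPK (0.1 nM) with 0.5 mM PEP and 0.1 mM ADP in imidazole buffer pH 7.2 with MgCl2/KCl, 1 h at room temperature. ATP formed was read by luciferase luminescence and normalized to no-enzyme and uninhibited controls.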
# TbPYK inhibitor = inhibitors of Trypanosoma brucei pyruvate kinase. Q57TT1. TbPYK enzyme, Kinase-Glo Plus ATP luminescence, 45 min. Potency, µM (top dose mostly 76.8 µM), for the others: top-dose activity, negative = inhibition, usual class: inhibitors. 410,000 tested, 0.12% active. AID 624173; further: nearly all actives have a fitted effect of over 50% in size
#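 Glycolytic pyruvate kinase of T. brucei was incubated with substrate, test compound and 130 uM ADP for 45 minutes at room temperature. Luminescent Kinase-Glo Plus signal was measured after 10 minutes.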
# Pf growth 48h = inhibits P. falciparum growth in the first generation, 48 h; AID 504832; Potency, µM (top dose mostly 28.7 µM), inactives show at the highest dose activity change, negative = inhibition, hits mostly inhibitors; 310,000 tested, 5.9% active; P. falciparum luciferase growth in erythrocytes, 48 h
#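 Here the parasites carry a stable luciferase gene and grow inside erythrocytes in Albumax-based RPMI medium with compound for one erythrocytic cycle. Activity is scored as loss of luminescent signal.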
# HCV inh = inhibitors of hepatitis C virus infection; 340,000 tested, 3.4% active; Huh7.5.1 HCVcc-Cre infection, luciferase reporter, 44 h; Potency, µM (series often up to 41.8 µM), for the others: at the top dose activity change, negative = inhibition, most hits filed as inhibitors; AID 651820
#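 Cells (1,000/well) were plated 4 h before compound, then infected with HCVcc-Cre virus (~0.5 moi). After 44 h further culture, infection was read as luciferase luminescence following a 15 min substrate incubation at room temperature.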
# Pf growth 96h = P. falciparum growth inhibition at 96 hours; AID 504834; Potency, µM (titrated, usually from 28.7 µM), for the others: top-dose activity change, negative = inhibition, actives largely listed as inhibitors; 320,000 tested, 6.9% active; P. falciparum luciferase reporter growth, 96 h
#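 Luminescence readout: decreased luciferase signal marks inhibited growth of reporter-expressing P. falciparum in infected red cells (2% hematocrit, 0.05% parasitemia final), exposed to compound two generations (96 h, 37 C, 5% CO2).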
# Starred values were filed as active, the others as inactive; u = inconclusive; x = not tested or not shown; [ ] = remark or other dose. The call rests on the fitted dose curve; in most records, active means well fitted curve in the direction sought with a large enough effect; inconclusive means small, poorly fitted or top-dose-only effect, or another doubt; inactive means no such curve, though single readings can be large; an effect the other way counts as inactive or inconclusive. On the % scale 0 is the no-effect control and ±100 the full control effect; potency means the concentration at half of the fitted maximal effect. Compounds as they come; 16% or so of the library scored in one or more.
SMILES,Sm TGR block,LmPK inhibitor,TbPYK inhibitor,Pf growth 48h,HCV inh,Pf growth 96h
COc1ccccc1N(CC(=O)Nc1ccc(Cc2ccncc2)cc1)S(=O)(=O)c1ccccc1,-10%,1%,9%,8.3µM*,u,u
O=S(=O)(Nc1nc(-c2sccc2Cl)cs1)c1cc(Cl)ccc1Cl,-25%,3%,2%,39%[activator],7%,138%[activator]
C(=N\N(Cc1ccccc1)c1ccccc1)/c1ccco1,1%,1%,-5%,-1%,-10%,-10%
CC(=O)NCc1cc(-c2nn(C)c(=O)c3ccccc23)ccc1C,-2%,-8%,-12%,-3%,5%,x
CCOCCCNC(=O)c1c[nH]c2ccc(OCC)cc2c1=O,-4%,3%,-20%,2.3µM*,-15%,-2%
CS(=O)(=O)c1ccc(C(=O)NC(Cc2ccccc2)c2ccccc2)cc1 (configuration not stated),2%,1%,2%,-3%,-12%,20%
CCC(=O)Nc1ccc(C=C(C(C)=O)C(C)=O)cc1,u,-6%,-2%,-13%,14%,0%
O=S(=O)(c1ccc(Cl)cc1)N1CCCC1c1nc(-c2ccc(Cl)cc2)no1 (configuration not stated),4%,10%,1%,2%,-4%,19%
Cc1cc(C(=O)N/N=C/c2cc([N+](=O)[O-])cc(C)c2O)n[nH]1,-24%,5%,-2%,-53%,0%,u
CCOc1ccc(OCC)c(S(=O)(=O)N2CCCCC2)c1,-24%,8%,4%,u,-1%,2%[5.75 µM]
O=S1(=O)CCN2N=C(C3CC3)SC2=N1,2%,3%,-7%,13%,7%,-14%
Cn1c(-c2ccc(F)cc2)cnc1NCc1ccc(F)cc1,-10%,-10%,18%,u,12%,u
COc1ccc(/C=C2\N=C(SC)N(c3ccccc3OC)C2=O)cc1,-5%,1%,4%,u,u,u
CC(=O)Nc1ccc(N=Nc2ccccc2)cc1,-18%,-4%,-5%,176%[activator],-14%,-7%
O=C(Nc1ccccc1Cl)Nc1ccccc1Cl,-5%,2%,0%,22%,-29%,68%[activator]
O=c1[nH]c(SCc2cccc(Cl)c2)nc2ccccc12,17%,3%,2%,-5%,-5%,u
COc1cc(NC(=O)c2ccc(F)cc2)ccc1NC(=O)c1cc2ccccc2o1,2%,-1%,3%,60%[activator],u,273%[activator]
Cc1ccc(N2CCCn3c2cc(C)c(C#N)c3=O)cc1C,-5%,1%,2%,-15%,3%,u
O=C(Nc1nc(-c2ccccc2)c(-c2ccccc2)s1)c1ccc(S(=O)(=O)N(CCCl)CCCl)cc1,-1%,-3%,-8%,2%,-10%,-18%
Cc1cc(C)cc(N2CC(C)(C)C2=O)c1,-2%,-3%,0%,8%,-2%,30%

# Sorted by length of the SMILES (smallest number first): 3 of the compounds above.
SMILES,Sm TGR block,LmPK inhibitor,TbPYK inhibitor,Pf growth 48h,HCV inh,Pf growth 96h
O=C(Nc1ccccc1Cl)Nc1ccccc1Cl,-5%,2%,0%,22%,-29%,68%[activator]
CC(=O)Nc1ccc(N=Nc2ccccc2)cc1,-18%,-4%,-5%,176%[activator],-14%,-7%
CCOCCCNC(=O)c1c[nH]c2ccc(OCC)cc2c1=O,-4%,3%,-20%,2.3µM*,-15%,-2%

# Continued.
SMILES,Sm TGR block,LmPK inhibitor,TbPYK inhibitor,Pf growth 48h,HCV inh,Pf growth 96h
CCOC(=O)c1ccc(N2C(=O)CC(C(=O)OC)=C2C)cc1,-14%,-8%,-15%,-18%,-4%,-15%
CC(C)c1nc2sc3c(=O)[nH]cnc3c2c2c1CCC2,1%,0%,2%,38%[activator],0%,52%[activator]
O=C(O)C1CCCCC1C(=O)N1CCN(S(=O)(=O)c2ccc(F)cc2)CC1 (configuration not stated),-6%,-9%,-4%,18%,35%[activator],29%
COc1ccc(N2CC(O)=C(c3nc4ccccc4s3)C2=N)cc1,16%,3%,-2%,-18%,-3%,3%
CCCCN(C(=O)/C=C/c1ccc(OC)cc1)C1CCS(=O)(=O)C1 (configuration not stated),-1%,x,3%,-14%,-15%,u
COc1ccc(C2CC(=O)c3cnc(NC(=O)c4ccccc4)nc3C2)c(OC)c1 (configuration not stated),-19%,-9%,4%,u,u,u
S=C(Nc1ccc(Cc2ccncc2)cc1)Nc1cccc(Cl)c1,u,11%,3%,16%,-9%,13µM*
O=C(COc1ccc2c(-c3ccccc3)cc(=O)oc2c1)Nc1cccnc1,-18%,-3%,3%,u,u,1%
CC(=O)Oc1cccc(N2C(=O)CC(Nc3ccc(N4CCOCC4)cc3)C2=O)c1 (configuration not stated),22µM*,-2%,-19%,16%,-5%,u
CCS(=O)(=O)NCc1ccc2c(c1)cc(C)n2C,-13%,0%,-8%,u,u,6.6µM*
Cc1ccc(C(=O)N2CCCc3ccccc32)c(F)c1F,-2%,-3%,-2%,-19%,-7%,u
CC(CCc1ccccc1)NC(=O)C(Cc1ccccc1)NC(N)=O (configuration not stated),-1%,1%,2%,10%,8%,29%
Cn1c(CCC(=O)Nc2cc(S(C)(=O)=O)ccc2Cl)nc2cc(S(=O)(=O)N3CCOCC3)ccc21,-5%,x,0%,0%,13%,-4%
COc1ccc(S(=O)(=O)N2CCC(Cc3ccccc3)CC2)cc1C(N)=O,5%,2%,-21%,19%,-1%,u
CCOC(=O)C1CCN(C(=O)COc2ccc(N(C)S(=O)(=O)c3ccc(OCC)cc3)cc2)CC1,-2%,3%,-2%,33%[activator],6%,58%[activator]
O=C(NCCCCc1ccccc1)C1CC(c2cccc([N+](=O)[O-])c2)=NO1 (configuration not stated),2%,2%,-6%,17%,10%,30%[activator]
COC(=O)Nc1ccc(C)c2nsnc12,-25%,-1%,6%,5%,6%,0%
CCCc1cc(C(=O)NCCc2ccc(OC)c(OC)c2)no1,7%,8%,2%,x,-6%,-20%
COC(=O)c1ccc(C2CC(=O)NC3=C2C(=O)CCC3)cc1 (configuration not stated),0%,4%,-8%,50%[activator],12%,u
CC(C)C(NC(=O)C1CCCCC1)C(=O)NC1=NCCS1 (configuration not stated),-4%,-3%,3%,x,5%,-15%
COc1ccc(/C=N/Nc2nnc(Cc3ccccc3)c(=O)[nH]2)cc1OC,8%,-4%,2%,0%,1%,36%[activator]
CCC(C)c1ccc(N(CC(=O)NC(C)(C)C)C(=O)CNC(=O)c2cccs2)cc1 (configuration not stated),-11%,2%,0%,u,5%,16%
COc1ccccc1NC(=O)C[n+]1ccccc1C,3%,1%,-2%,-22%,2%,-93%
O=[N+]([O-])c1nn(-c2ccc(Cl)cc2)n(O)c1=NCc1ccccc1Cl,-8%,12%,-3%,0%,-11%,44%[activator]
CCCNc1c(F)c(F)c2c(C)c3ccccc3nc2c1F,0%,3%,-8%,u,u,135%[activator]
CCOc1cc2c(cc1OCC)-n1cccc1C(c1cccc(F)c1)NC2 (configuration not stated),-7%,-3%,6%,13µM*,u,9.3µM*
Nc1ccccc1N=c1ssnc1Cl,-5%,0%,u,u,u,-59%
COc1ccccc1NS(=O)(=O)c1cc2c(cc1C)NC(=O)CO2,-14%,-2%,-2%,u,8%,u
C=CCNCC(=O)NN=C(c1ccccc1)c1ccccc1,12%,2%,-8%,1%,-5%,2%
COCC(C)NS(=O)(=O)c1ccc(C(=O)NC(Cc2ccccc2)c2ccccc2)cc1 (configuration not stated),2%,4%,4%,u,2%,u
Cc1cccc(N2CCN(C(=O)CCC(=O)N3CC(C)Oc4ccccc43)CC2)c1C (configuration not stated),14%,-3%,5%,u,u,2%
C=CCNC(=O)c1oc2ccc(S(=O)(=O)N3CCC4(CC3)OCCO4)cc2c1C,-5%,4%,-9%,u,-10%,-23%
Cc1ccc(NC(=O)CN2CCc3ccccc3C2)cc1S(=O)(=O)N(C)C,13%,-5%,-10%,-8%,u,-10%
COC(=O)[C@@H](NC(=O)Nc1cccc(OC)c1)C(C)C,1%,-7%,-17%,0%,19%,u
CC(Cl)C(=O)NC(=O)NC12CC3CC(CC(C3)C1)C2 (configuration not stated),-15%,7%,-6%,u,11%,13µM*
CCOC(=O)C1CCN(CC(=O)Nc2c(C(=O)OC)[nH]c3ccccc23)CC1,3%,12%,x,x,x,-8%
O=C(Nc1ccccc1N1CCN(C(=O)c2ccc(Cl)cc2)CC1)c1ccc2c(c1)OCO2,-7%,3%,x,3.7µM*,u,x
CC(C)c1ccc(NC(=O)CSc2nc(-c3ccccc3F)nc3nc[nH]c23)cc1,2%,-1%,-6%,-2%,1%,u
FC(F)(F)c1cccc(Cn2nnnc2-c2cc(Cl)cc(Cl)c2)c1,3%,-1%,4%,35%[activator],-2%,u
O=C(CN1CCN(S(=O)(=O)c2cc(C(F)(F)F)ccc2Cl)CC1)N1CCc2ccccc2C1,40µM*,x,4%,13µM*,11µM*,u
CCOc1ccc(CNc2ccc3c(c2)ncn3C(C)(C)C)cc1,3%,-8%,-7%,u,u,136%[activator]
Cc1ccc2nc(-c3ccc(NC(=O)c4ccco4)cc3)[nH]c2c1,-31%,-3%,-6%,u,u,x
COc1ccc(C2CC(=O)C3=C(C2)NC(C)=C(C#N)C3c2ccc(N(C)C)cc2)cc1 (configuration not stated),-1%,1%,-3%,6.6µM*,13%,10%
CCOc1ccc(NC(=O)Nc2cc(C)ccc2OC)cc1,-8%,u,5%,u,11µM*,x

# A different layout for some results above.
# Values run as follows: Sm TGR block	LmPK inhibitor	TbPYK inhibitor	Pf growth 48h	HCV inh	Pf growth 96h
C=CCNCC(=O)NN=C(c1ccccc1)c1ccccc1
→ 12%	2%	-8%	1%	-5%	2%
COCC(C)NS(=O)(=O)c1ccc(C(=O)NC(Cc2ccccc2)c2ccccc2)cc1 (configuration not stated)
→ 2%	4%	4%	u	2%	u
Cc1cccc(N2CCN(C(=O)CCC(=O)N3CC(C)Oc4ccccc43)CC2)c1C (configuration not stated)
→ 14%	-3%	5%	u	u	2%
C=CCNC(=O)c1oc2ccc(S(=O)(=O)N3CCC4(CC3)OCCO4)cc2c1C
→ -5%	4%	-9%	u	-10%	-23%
Cc1ccc(NC(=O)CN2CCc3ccccc3C2)cc1S(=O)(=O)N(C)C
→ 13%	-5%	-10%	-8%	u	-10%
COC(=O)[C@@H](NC(=O)Nc1cccc(OC)c1)C(C)C
→ 1%	-7%	-17%	0%	19%	u
CC(Cl)C(=O)NC(=O)NC12CC3CC(CC(C3)C1)C2 (configuration not stated)
→ -15%	7%	-6%	u	11%	13µM*
CCOC(=O)C1CCN(CC(=O)Nc2c(C(=O)OC)[nH]c3ccccc23)CC1
→ 3%	12%	x	x	x	-8%
O=C(Nc1ccccc1N1CCN(C(=O)c2ccc(Cl)cc2)CC1)c1ccc2c(c1)OCO2
→ -7%	3%	x	3.7µM*	u	x
CC(C)c1ccc(NC(=O)CSc2nc(-c3ccccc3F)nc3nc[nH]c23)cc1
→ 2%	-1%	-6%	-2%	1%	u
FC(F)(F)c1cccc(Cn2nnnc2-c2cc(Cl)cc(Cl)c2)c1
→ 3%	-1%	4%	35%[activator]	-2%	u
O=C(CN1CCN(S(=O)(=O)c2cc(C(F)(F)F)ccc2Cl)CC1)N1CCc2ccccc2C1
→ 40µM*	x	4%	13µM*	11µM*	u
CCOc1ccc(CNc2ccc3c(c2)ncn3C(C)(C)C)cc1
→ 3%	-8%	-7%	u	u	136%[activator]
Cc1ccc2nc(-c3ccc(NC(=O)c4ccco4)cc3)[nH]c2c1
→ -31%	-3%	-6%	u	u	x
COc1ccc(C2CC(=O)C3=C(C2)NC(C)=C(C#N)C3c2ccc(N(C)C)cc2)cc1 (configuration not stated)
→ -1%	1%	-3%	6.6µM*	13%	10%

# Bioassay records deposited in PubChem BioAssay by National Center for Advancing Translational Sciences (NCATS).
